EPAC1 ag: EPAC1 (human) agonism. EPAC1 agonist qHTS, biochemical assay; response scale: 100% = response to 6.5 mM cAMP. Potency, µM (highest dose often 154 µM), for inactives: at the top dose activation, actives largely listed as activators. 360,000 tested, 0.073% active. AID 720707; further: potency means the concentration at half of the fitted maximal effect; nearly all actives have a fitted effect of over 60% in size
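Fluorescent GDP-exchange assay: 100 nM EPAC1 with 250 nM Rap1B preloaded with BODIPY-GDP and 50 uM GDP; compounds tested as concentration series, 5 min at room temperature, then read every 5 min for 30 min (ex 480/em 540 nm); normalized to 6.5 mM cAMP.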
GLP1R ag: agonists of human GLP-1 receptor | Potency, µM (series often up to 45.6 µM), without a hit: at the highest dose activation, most hits filed as activators | HEK293 GLP-1R CRE-luciferase, luminescence, 4-6 h; cells express a hypersensitive GLP-1R form | AID 624172 | 380,000 tested, 0.007% active; further: potency means the concentration at half of the fitted maximal effect; % of control where 0% means no effect
EPAC1 antag: EPAC1 (human) antagonism; 360,000 tested, 0.14% active; O95398; EPAC1 GEF assay, Rap1b-BODIPY-GDP exchange fluorescence; Potency, µM (series often up to 115 µM), inactives show at the top dose activity change, negative = inhibition, usual class: inhibitors;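 further: potency means the concentration at half of the fitted maximal effect; plate controls were vehicle for no effect and positive control for full effect; nearly all actives have a fitted effect of over 50% in size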
PLK1 PBD block: blocks phosphopeptide binding to human PLK1 polo-box domain; 360,000 tested, 2.8% active; Plk1 PBD binding of FITC phosphopeptide, fluorescence polarization; Potency, µM, inactives show max response, negative = inhibition, actives largely listed as inhibitors; further: potency means the concentration at half of the fitted maximal effect; series mostly up to about 57 µM; on the % scale 0 is the no-effect control and ±100 the full control effect; nearly all actives have a fitted effect of over 65% in size
GLP1R inv ag: inverse agonists of human GLP-1 receptor | 410,000 tested, 1.6% active | AID 624417 | Potency, µM (series often up to 38.3 µM), without a hit: at the top dose activity change, negative = inhibition, usual class: inhibitors | HEK293 GLP-1R CRE-luciferase, luminescence, 24 h; GLP-1R form is constitutively active; further: potency means the concentration at half of the fitted maximal effect; on the % scale 0 is the no-effect control and ±100 the full control effect; nearly all actives have a fitted effect of over 55% in size
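Using stably transfected HEK293 (constitutively active GLP-1R, cAMP-luciferase reporter), compounds were incubated 24 hr and luciferase measured by luminescence.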
GLP1R cytotox: cytotoxic in the GLP-1 receptor inverse agonist counter-screen; HEK293 cAMP-luciferase reporter cells, luminescence, 24 h; 410,000 tested, 0.13% active; AID 624418; Potency, µM (highest dose often 38.3 µM), for inactives: at the highest dose activity change, negative = inhibition, actives largely listed as inhibitors;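 further: loss of luciferase light is scored as toxicity; potency means the concentration at half of the fitted maximal effect; on the % scale 0 is the no-effect control and ±100 the full control effect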
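Here, cytotoxicity is scored as loss of luminescence. The MLSMR collection was tested on cells seeded in medium containing 10% Nu serum, with a 24 hr compound exposure preceded by 12 hours of culture.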
PTHR1 ag: activates the human parathyroid hormone receptor PTHR1 | Q03431 | HEK293 GP2 PTHR1 cells, GloSensor cAMP luminescence, 1 h | Potency, µM (titrated, usually from 115 µM), inactives show top-dose activation, usual class: activators | 410,000 tested, 0.075% active | AID 743266; further: potency means the concentration at half of the fitted maximal effect; nearly all actives have a fitted effect of over 55% in size; some results filed as inactive show a strong effect at the top dose; inactives centre near -15; many of its hits are not listed in these tables
Target sequence (Q03431 whole entry, looked up): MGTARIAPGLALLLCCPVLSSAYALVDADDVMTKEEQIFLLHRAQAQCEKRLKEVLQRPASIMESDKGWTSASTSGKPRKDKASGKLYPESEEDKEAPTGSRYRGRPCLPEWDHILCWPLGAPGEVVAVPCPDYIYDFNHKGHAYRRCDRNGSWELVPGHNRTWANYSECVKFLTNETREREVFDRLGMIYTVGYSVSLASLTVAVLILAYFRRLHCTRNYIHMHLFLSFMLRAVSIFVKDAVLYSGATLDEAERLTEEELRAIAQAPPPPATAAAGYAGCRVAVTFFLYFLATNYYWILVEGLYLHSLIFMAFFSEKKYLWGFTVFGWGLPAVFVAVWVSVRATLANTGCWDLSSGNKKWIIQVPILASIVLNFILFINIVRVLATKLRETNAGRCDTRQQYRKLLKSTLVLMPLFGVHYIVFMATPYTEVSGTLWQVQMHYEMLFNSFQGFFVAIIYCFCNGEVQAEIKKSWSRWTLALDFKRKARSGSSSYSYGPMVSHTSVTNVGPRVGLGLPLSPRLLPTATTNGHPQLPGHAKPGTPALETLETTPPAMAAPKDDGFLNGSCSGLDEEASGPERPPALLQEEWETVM
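HEK-293-derived GP2 cells expressing PTHR1 and a GloSensor cAMP reporter, 3,000/well, plated overnight, given luciferin plus IBMX (each 0.5 mM as added) for 1 h at 37 °C, then compound for 1 h at 37 °C. Luminescence was read after 15 min at room temperature.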
PI5P4Ka inh: PI5P4K alpha (human) kinase inhibition; P48426; PI5P4Kalpha enzyme, ADP-Glo luminescence, 60 min; stronger effect = lower value; max response, %; 330,000 tested, 1.2% active; AID 652105; active means max response of -50% or lower; inconclusive means between -30% and -50%; inactive means -30% or higher; further: value at the top dose of about 77 µM; on the % scale 0 is the no-effect control and ±100 the full control effect
Target sequence (P48426 whole entry, looked up): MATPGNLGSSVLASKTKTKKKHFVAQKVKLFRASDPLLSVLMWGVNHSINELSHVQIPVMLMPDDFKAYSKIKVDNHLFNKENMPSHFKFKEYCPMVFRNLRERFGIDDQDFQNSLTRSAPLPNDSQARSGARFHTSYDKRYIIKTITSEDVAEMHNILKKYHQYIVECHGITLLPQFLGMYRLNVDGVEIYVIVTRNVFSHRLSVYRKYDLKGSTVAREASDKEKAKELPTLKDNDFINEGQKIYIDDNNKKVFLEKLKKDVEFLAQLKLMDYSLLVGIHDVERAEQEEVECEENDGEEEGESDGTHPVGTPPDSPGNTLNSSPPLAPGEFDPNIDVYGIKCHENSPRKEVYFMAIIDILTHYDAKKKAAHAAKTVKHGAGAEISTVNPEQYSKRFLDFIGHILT
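Enzyme plus substrate dispensed, test compounds pinned in, then ATP (5 microM final) added. After 60 min at RT, ADP-Glo reagent 1 for 45 min and reagent 2 for 30 min preceded luminescence imaging.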
IL-2 act: IL-2 activation. IL-2 activation reporter assay, cell-based qHTS; stimulated with anti-CD3/CD4/CD28 beads; in transgenic mouse T cells. activation, % (series mostly up to about 46 µM). 360,000 tested, 0.065% active; in the data active means activation above about 50%; inconclusive means mostly about 30% to 49%; further: 0% is about no effect
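Unstimulated transgenic mouse T cells; 60-min compound exposure; bead-based TCR/CD4/CD28 stimulation; 18 h culture, 37 degrees C; dual fluorescence (EGFP, DsRed) plate cytometry.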
* marks the source's active call; other numbers are inactive results; i = inactive; ? = inconclusive; . = not tested or not shown; & = joins results of further samples; [ ] = dose if it differs, or a comment. Unless noted, the call rests on the fitted dose curve; in most records, active means well fitted curve in the direction sought with a large enough effect; inconclusive means small, poorly fitted or top-dose-only effect, or another doubt; inactive means no such curve, though single readings can be large; an effect the other way counts as inactive or inconclusive.

SMILES | EPAC1 ag | GLP1R ag | EPAC1 antag | PLK1 PBD block | GLP1R inv ag | GLP1R cytotox | PTHR1 ag | PI5P4Ka inh | IL-2 act
CC(C)(C)c1ccc(-c2noc(-c3ccno3)n2)cc1 | 1% | 7% | -10% | 4% | 77%[activator] | -3% | -52% | 12 | -4.3
CC1CN(S(=O)(=O)c2cc(C(=O)N3CCCCC3C)ccc2Cl)CC(C)O1 (stereo not given) | -12% | 1% | 18% | -4% | -27% | -2% | -21% | 5 | 0.8
COC(=O)c1cc(NC(=O)c2ccccc2F)cc(C(=O)OC)c1 | -3% | 26% | -6% | -3% | 3% | -6% | -8% | -1 | -1.4
CCOC(=O)c1ccc(NS(=O)(=O)c2ccc3[nH]c(=O)[nH]c3c2)cc1 | 9% | 2% | 5% | 12µM* | 24% | 2% | -24%[57.5 µM] | . | -0.3
COc1ccc(-c2nn(-c3ccccc3)cc2C2CC(c3cccs3)=NN2C(=O)CCC(=O)O)cc1 (stereo not given) | 3% | 1% | 16% | -2% | 13% | 4% | -22% | 0 | 1.0
COc1ccc(C(=O)CSc2nnc(CNC(=O)c3ccccc3)n2C)cc1 | 8% | 0% | -20% | -1% | -8% | 3% | -20% | 7 | -1.6
Cc1cc(=O)[nH]c(N/N=C/c2ccc(Br)s2)n1 | 4% | 0% | -1% | -4% | 9% | -4% | i | 2 | 5.2
CCOC(=O)N1N=C(c2ccc(C)cc2)CC1(O)C(F)(F)F (stereo not given) | 0% | -3% | 10% | -3% | -26% | 5% | -25%[57.5 µM] | . | 0.9
O=C(NCCCN1CCOCC1)c1ccc(Sc2ccc(Br)cc2)c([N+](=O)[O-])c1 | -4% | 5% | -17% | 3% | -62% | 0% | i | -3 | 1.1
CN(Cc1ccc(F)cc1)C(=O)c1ccc(NS(=O)(=O)c2ccccc2)cc1 | -4% | 1% | -4% | -6% | -17% | -3% | i | -8 | 2.9
COC(=O)c1ccc(CSc2ccc3nnc(-c4ccccn4)n3n2)o1 | 5% | -3% | 5% | 0% | 14% | -7% | -15% | -5 | -2.0
COc1ccccc1CNC(=O)c1nn(C)c2c1CS(=O)(=O)c1ccccc1-2 | -2% | -2% | -8% | -7% | 8% | -9% | -1% | -8 | -3.3
CCNC(=O)C1(C)CCN(C(=O)c2ccc(OC(F)F)cc2)C1 (stereo not given) | -2% | -2% | 15% | -9% | ? | ? | -3% | 3 | 2.8
O=C1NC(Cc2c[nH]c3ccccc23)C(=O)N1Cc1cccc2ccccc12 (stereo not given) | 2% | ? | -4% | -2% | ? | 0% | i | 14 | -4.2
COc1ccccc1N1CCN(C(c2cccs2)C(C)NC(=O)c2cccs2)CC1 (stereo not given) | 0% | -19% | -25% | 1% | ? | -19% | -15% | -5 | -0.2
CC1CCCC(CC(=O)O)(CC(=O)O)C1 (stereo not given) | 3% | 8% | -30% | -6% | 12% | -1% | -3% | 6 | -1.9
COc1cc(/C=N/Nc2ccc(C(F)(F)F)cn2)ccc1O | 5% | 19% | -4% | -3% | ? | -17% | -42%[inhibitor] | 9 | 3.8
Cc1cc(C)nc(N2N=C(CSc3ccc(Cl)cc3)CC2=O)n1 | 12% | 0% | -7% | -14% | 14% | 16% | -3% | -11 | -1.6
Cc1sc(NC(=O)CS(=O)(=O)c2ccccc2)c(C(N)=O)c1C | 0% | 0% | -20% | -5% | -14% | 16% | i | 5 | 0.4
CCOCCCn1c(=N)c(C(N)=S)cc2c(=O)n3cccc(C)c3nc21 | -1% | 2% | 14% | ? | 0% | . | i | . | 1.5
O=C(CSc1nc2ccccc2c(=O)[nH]1)N1CCN(S(=O)(=O)c2ccccc2)CC1 | -6% | -13% | -5% | -7% | 18% | 1% | -13%[57.5 µM] | . | 0.2
CCCNS(=O)(=O)c1ccc(CCC(=O)Nc2ccc3c(c2)OCCO3)cc1 | 11% | 0% | 3% | -4% | 4% | -3% | 0% | 3 | -0.4
COc1ccc(-c2nc(C#N)c(NCc3ccc(C)cc3)o2)cc1OC | 4% | ? | 0% | 0% | 103%[activator] | -1% | -76%[inhibitor][57.5 µM] | 4 | -0.5
NC(=S)Cc1ccc(Cl)cc1Cl | 5% | -1% | -7% | 3% | -19% | 11% | -2% | 3 | -0.3
Nc1cccnc1Sc1ccc(Cl)cc1 | 5% | 14% | 10% | -7% | 9% | -4% | -33%[inhibitor] | 0 | 0.3

Ordered by value in PI5P4Ka inh (descending): three of the compounds above.
structure | GLP1R ag | EPAC1 antag | PLK1 PBD block | GLP1R inv ag | PTHR1 ag | PI5P4Ka inh | IL-2 act
COc1ccc(C(=O)CSc2nnc(CNC(=O)c3ccccc3)n2C)cc1 | 0% | -20% | -1% | -8% | -20% | 7 | -1.6
CCNC(=O)C1(C)CCN(C(=O)c2ccc(OC(F)F)cc2)C1 (stereo not given) | -2% | 15% | -9% | ? | -3% | 3 | 2.8
Nc1cccnc1Sc1ccc(Cl)cc1 | 14% | 10% | -7% | 9% | -33%[inhibitor] | 0 | 0.3

Structures listed so far marked active in PLK1 PBD block.
SMILES | GLP1R ag | EPAC1 antag | PLK1 PBD block | GLP1R inv ag | PTHR1 ag | PI5P4Ka inh | IL-2 act
CCOC(=O)c1ccc(NS(=O)(=O)c2ccc3[nH]c(=O)[nH]c3c2)cc1 | 2% | 5% | 12µM* | 24% | -24%[57.5 µM] | . | -0.3

Going on with the list:
SMILES | EPAC1 ag | GLP1R ag | EPAC1 antag | PLK1 PBD block | GLP1R inv ag | GLP1R cytotox | PTHR1 ag | PI5P4Ka inh | IL-2 act
COc1ccc(N2CCN(C(=O)c3ccc(S(=O)(=O)N4CCCC4)cc3)CC2)cc1 | 14% | 7% | 20% | -17% | -11% | -12% | i | -2 | 0.2
NS(=O)(=O)c1ccc(Cl)c(S(N)(=O)=O)c1 | 2% | 7%&-4% | -27% | -11% | -5% | -4% | i | 2 | 0.2
CCOC(=O)C1CCN(S(=O)(=O)CCNC(=O)c2ccc(F)cc2)CC1 | -3% | -4% | -5% | -6% | 3% | 4% | i | 6 | 0.7
CC(C)c1cc(NCCOCCO)n2c(nc3ccccc32)c1C#N | -12% | -1% | 4% | -11% | 46%[activator] | 184%[activator] | -4% | 3 | 0.0
CCCNC(=O)Nc1nc(CC(=O)OCC)cs1 | -4% | -4% | -10% | -2% | 4% | 2% | -17% | 6 | -1.1
CC(=O)Nc1ccc(/C=N/Nc2nncc3ccccc23)cc1 | 3% | 11% | 3% | -10% | -3% | 0% | -5% | -11 | -4.4
Cc1ccc(C)c(NC(=O)Cn2c(=O)n(CC(=O)NCCc3ccccc3)c(=O)c3ccccc32)c1 | . | -2% | . | . | 3% | 0% | -7% | . | .
Cc1ccc(-c2cc3ncc(C(=O)c4cc([N+](=O)[O-])ccc4O)cn3n2)cc1 | . | 1% | . | . | -28% | -7% | -90%[inhibitor] | . | .
CC12CN3CC(C)(CN(C1)C3c1c[nH]c3ccccc13)C2=O (stereo not given) | 7% | 0% | -11% | -7% | 9% | -4% | i | 0 | -2.5
CCN1C(=O)CC(N2CCN(c3ccc(C(=O)c4ccccc4)cc3)CC2)C1=O (stereo not given) | -1% | -4% | -8% | -7% | -23% | 4% | -12% | -7 | -4.0
Cc1ccc(SC(C)C(=O)Nc2ncn[nH]2)cc1 (stereo not given) | 12% | -1% | -8% | 5% | 8% | 12% | -15% | -3 | 0.4
COc1cccc(C2c3c(oc4cc(C)c(C)cc4c3=O)C(=O)N2CCCN(C)C)c1 (stereo not given) | -3% | -3% | -4% | -10% | -4% | -17% | i | -1 | -1.3
N#Cc1ccc(Cn2c(-c3ccc(F)cc3)noc2=O)cc1 | 11% | 8% | -12% | -3% | 19% | -1% | i | -4 | -0.9
CC(=O)N1CCc2ccc(N)cc21 | 8% | 14% | 4% | -4% | -5% | 0% | i | 0 | 0.2
O=C(Cc1ccc(F)cc1)NC1CCCC1 | 5% | 15% | 0% | -8% | 2% | -3% | i | -8 | -2.3
Cc1ccccc1OCC(O)Cn1c(N2CCN(c3ccccc3)CC2)nc2c1c(=O)[nH]c(=O)n2C (stereo not given) | 3% | 1% | -1% | 8% | 15% | 3% | -44%[inhibitor] | 2 | 0.7
CC(=O)Oc1oc(-c2ccccc2)nc1C=Nc1ccccc1 | -2% | -7% | -10% | ? | -14% | 2% | i | -4 | -2.3
CC1(c2nnnn2-c2ccc3c(c2)OCCO3)CCC(=O)N1CCc1ccc(O)cc1 (stereo not given) | 1% | -3% | 16% | -10% | 4% | 6% | i | -5 | 2.6
O=C(CCn1cccn1)Nc1ccc(-c2ccno2)cc1 | 7% | 6% | -5% | 1% | 0% | 2% | i | -2 | 3.0
COc1cc(NC(=O)C2=C(C)OCCS2)c(Cl)cc1C(=O)NCCN(C)C | 9% | 18% | -7% | -16% | 5% | 1% | -80%[inhibitor] | 0 | -0.2
Cc1cc(Nc2ncc(Cl)cc2Cl)n[nH]1 | -2% | -13% | 10% | 1% | -12% | -15% | i | 0 | -2.1
O=C(NCc1ccccc1F)C1CCN(C(=O)NCc2ccccc2)CC1 | 7% | -7% | -13% | -7% | 1% | -6% | i | -1 | -2.3
CN(C)c1ccc(/C=C/c2ccncc2)cc1 | -2% | 5% | -23% | -15% | 39% | 105%[activator] | i | 2 | 1.1
CCOC(=O)C1CCN(C(=O)COC(=O)CNC(=O)c2ccc(C(C)(C)C)cc2)CC1 | -4% | -1% | -10% | -2% | -16% | -3% | -26% | 3 | -0.7
Nc1ncnc2c1cnn2-c1ccccc1 | 7% | 5% | 3% | 2% | 78%[activator] | -16% | -14%[57.5 µM] | . | 0.5
O=C(Nc1cccc(F)c1)C1CC(=O)N(c2ccc(Br)cc2)C1 (stereo not given) | 1% | 13% | -1% | 30µM* | ? | -8% | -19% | -2 | -1.4
Cc1cc(C)cc(NC(=O)C2C3C=CC4(O3)C2C(=O)N(CCCN(C)C)C4C(=O)NC2CCCC(C)C2C)c1 (stereo not given) | -5% | 0% | 15% | -11% | ? | ? | -5% | -5 | 0.8
Cc1noc(C)c1COC(=O)c1cc(C)n(-c2ccccc2)c1C | 29% | 15% | 0% | -3% | 0% | 2% | i | . | -1.2
COc1ccc(-c2cc(C(=O)NC(Cc3c[nH]c4ccccc34)C(=O)O)c(C)o2)cc1OC (stereo not given) | -1% | 7% | -23% | 13µM* | 29% | 2% | -22% | ? | 2.8

These rows are one share of the data; the hit share may differ from the screen's.
